Assay outcomes deposited in PubChem BioAssay by National Center for Advancing Translational Sciences (NCATS).
RGS4 inh: human RGS4 inhibition; Potency, µM (doses to about 114 µM), inactives show top-dose activity change, negative = inhibition, usual class: inhibitors; Transcreener GDP fluorescence polarization, RGS4-accelerated GTP hydrolysis; 0.039% of 390,000 active; note: potency is the fitted concentration of half-maximal effect; % is set by controls: 0 for no effect and ±100 for the full control effect; nearly all actives have a fitted effect of over 75% in size; some results filed as inactive show a strong effect at the top dose
Target sequence (P49798 whole entry, looked up): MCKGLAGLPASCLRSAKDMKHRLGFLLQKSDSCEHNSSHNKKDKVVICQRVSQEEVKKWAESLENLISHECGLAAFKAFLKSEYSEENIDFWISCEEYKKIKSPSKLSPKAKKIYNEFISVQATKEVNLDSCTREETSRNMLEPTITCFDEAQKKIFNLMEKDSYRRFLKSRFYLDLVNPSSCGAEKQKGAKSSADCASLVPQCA
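MLSMR compounds (23 nl, pin-transferred) preincubated 10 min at room temperature with a 500nM (2x) first reagent, then RGS4 at 900nM (2x) plus Transcreener GDP mix added; fluorescence polarization (620/688 nm) read before and after 90 min at 30 °C.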
PI4K2A block: inhibitors of human PI4K2A. Q9BTU6. purified PI4K2A, ADP-Glo luminescence, 1 h; active compounds read low. activity change, negative = inhibition, % at 76.9 µM. 0.13% of 420,000 active; in the data active = activity change below about -50%; inconclusive = mostly about -30% to -49%;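 note: -100% = wells without enzyme as full effect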
Target sequence (Q9BTU6 whole entry, looked up): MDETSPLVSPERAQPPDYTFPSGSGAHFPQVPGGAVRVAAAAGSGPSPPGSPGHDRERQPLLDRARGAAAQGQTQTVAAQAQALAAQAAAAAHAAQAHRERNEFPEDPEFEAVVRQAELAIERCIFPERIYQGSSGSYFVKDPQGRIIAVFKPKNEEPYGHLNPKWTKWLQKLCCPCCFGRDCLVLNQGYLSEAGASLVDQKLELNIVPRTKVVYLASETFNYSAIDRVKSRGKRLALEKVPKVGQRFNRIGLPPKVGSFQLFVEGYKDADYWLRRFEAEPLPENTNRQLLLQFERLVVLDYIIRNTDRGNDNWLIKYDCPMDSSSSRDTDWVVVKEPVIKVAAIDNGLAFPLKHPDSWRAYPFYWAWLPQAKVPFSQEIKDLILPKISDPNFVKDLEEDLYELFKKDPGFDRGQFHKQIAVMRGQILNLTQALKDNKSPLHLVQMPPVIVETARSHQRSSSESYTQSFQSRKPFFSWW
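ADP-Glo luminescence measured ADP generated by PI4K2A enzyme (4 ug/mL before mixing) with 1.2 mM PI substrate (pre-mix) and 300 microM ATP (pre-mix). Tris pH7.5 buffer with MgCl2, Triton X-100; 1 h reaction at ambient temperature.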
BAZ2B inh: BAZ2B (human) inhibition. Q9UIF8. AlphaScreen BAZ2B-H3K14Ac peptide displacement. Potency, µM (doses to about 114 µM), for the others: at the top dose activity change, negative = inhibition, hits mostly inhibitors. 4.4% of 360,000 active; note: potency is the fitted concentration of half-maximal effect; % is set by controls: 0 for no effect and ±100 for the full control effect; nearly all actives have a fitted effect of over 60% in size
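Multi-concentration screen (max 110 uM) measuring displacement of acetylated histone H3 peptide from BAZ2B by AlphaScreen, using 50 nM protein, 50 nM peptide and 10 ug/mL streptavidin donor plus Ni-chelate acceptor beads.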
GLS inh: blocks human kidney-isoform glutaminase activity; 0.21% of 410,000 active; Potency, µM (series often up to 45.5 µM), inactives show at the highest dose activity change, negative = inhibition, usual class: inhibitors; AID 624170; GLS enzymatic activity, qHTS titration; O94925; note: potency is the fitted concentration of half-maximal effect; % is set by controls: 0 for no effect and ±100 for the full control effect
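Read-out is an Amplex red fluorescence increase coupled through glutamate oxidase and HRP, measured before and after 30 min room-temperature incubation. hKGA is in 45 mM KH2PO4 (pH 8.2) with 0.02% Tween-20; glutamine added as 1mM solution.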
ALOX12 inh: ALOX12 (human) lipoxygenase inhibition; purified 12hLO, xylenol orange hydroperoxide absorbance; P18054; 1.1% of 580,000 active; AID 1671190; Potency, µM (doses to about 108 µM), for inactives: at the highest dose activity change, negative = inhibition, most hits filed as inhibitors; note: potency is the fitted concentration of half-maximal effect; % is set by controls: 0 for no effect and ±100 for the full control effect
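Purified human 12hLO (150 nM final) in 25 mM Hepes, 0.01% Triton X-100, pH 7.0 was preincubated 15 min at room temperature with compound. Then 40 uM arachidonic acid was added, 30 min. Hydroperoxide was read by Fe-XO absorbance ratio 573/405 nm.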
HP1b chromo inh: inhibitors of HP1-beta chromodomain binding to methylated histone tails; P83916; AlphaScreen HP1-beta / biotin-H3K9me3 peptide binding; Potency, µM (series often up to 114 µM), inactives show at the top dose activity change, negative = inhibition, most hits filed as inhibitors; 0.56% of 390,000 active; note: potency is the fitted concentration of half-maximal effect; nearly all actives have a fitted effect of over 70% in size; inactives centre near 23
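Compound inhibition of the preformed complex between 50 nM HP1-beta and 50 nM biotinylated H3K9me3 peptide was read by AlphaScreen. Buffer was PBS pH 7.4 with 0.01% Tween-20. Incubations ran 30 min at room temperature, with 10 ug/mL donor/acceptor beads.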
JMJD2A Tudor inh: JMJD2A Tudor domain (human) inhibition; O75164; AlphaScreen JMJD2A-Tudor / H3K4me3 peptide binding; Potency, µM (top dose mostly 114 µM), inactives show top-dose activity change, negative = inhibition, hits mostly inhibitors; 4.4% of 390,000 active; note: potency is the fitted concentration of half-maximal effect; % is set by controls: 0 for no effect and ±100 for the full control effect; nearly all actives have a fitted effect of over 50% in size
ERG-DNA inh: inhibitors of human ERG Ets domain-DNA interaction. 0.028% of 370,000 active. fluorescence polarization, His-ERG Ets domain / labelled DNA. Potency, µM (series often up to 76.9 µM), for the others: at the top dose FP activity, negative = inhibition, hits mostly inhibitors. P11308; active = well fitted inhibition curve with a large enough effect in the polarisation, with a control signal flat; inconclusive = small, poorly fitted or top-dose-only effect, or effect the other way, or a change in a side signal; inactive = no such curve, though single readings can be large or run the other way; the % refers to the polarisation;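 note: polarization taken with two DNA probes labelled with fluorescein and Texas red; potency is the fitted concentration of half-maximal effect; % of control where 0% means no effect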
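His-tagged ERG Ets domain (1 uM in the protein solution; 300mM KCl, 50mM Tris-HCl, 1mM EDTA, 1mM DTT, pH 7.5) received compound, then a probe mix of 5 nM fluorescein-DNA and 100nM Texas-615-DNA. Fluorescence polarization was read for both dyes.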
G9a block: inhibitors of human histone lysine methyltransferase G9a. Q96KQ7. Potency, µM (series often up to 102 µM), for the others: top-dose activity, negative = inhibition, most hits filed as inhibitors. G9a H3K9 monomethylation, AlphaScreen, 2 h. 8.8% of 350,000 active; note: potency is the fitted concentration of half-maximal effect; % is set by controls: 0 for no effect and ±100 for the full control effect; nearly all actives have a fitted effect of over 75% in size
Target sequence (Q96KQ7 913-1193 limits assumed): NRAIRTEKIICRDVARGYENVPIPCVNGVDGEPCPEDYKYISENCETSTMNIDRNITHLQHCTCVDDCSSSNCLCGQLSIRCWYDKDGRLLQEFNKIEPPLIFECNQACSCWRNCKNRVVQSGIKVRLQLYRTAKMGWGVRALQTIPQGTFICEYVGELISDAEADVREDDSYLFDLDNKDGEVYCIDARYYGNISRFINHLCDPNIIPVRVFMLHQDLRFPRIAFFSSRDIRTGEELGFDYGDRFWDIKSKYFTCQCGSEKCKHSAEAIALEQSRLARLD
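Using a bead-based AlphaScreen, monomethylated H3K9 product from 2 h room-temperature reactions (G9a 20 nM, peptide 500 nM, SAM 20 uM) was detected with 0.5 ug/mL rabbit anti-H3K9me1 antibody.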
The depositor's hits bear a star; ? = inconclusive; / = not tested or not shown; [ ] = remark or other dose. Unless noted, calls come from the whole dose curve; as a rule, active = well fitted curve in the direction sought with a large enough effect; inconclusive = small, poorly fitted or top-dose-only effect, or another doubt; inactive = no such curve, though single readings can be large; an effect the other way counts as inactive or inconclusive. An excerpt. The share of hits here may be higher or lower than overall.

compound | JMJD2A Tudor inh | HP1b chromo inh | ERG-DNA inh | ALOX12 inh | PI4K2A block | GLS inh | G9a block | RGS4 inh | BAZ2B inh
CC1(C)Cc2cccc(OCC(=O)NCc3ccc(F)cc3)c2O1 | ? | -2% | -12% | 198%[activator] | 1 | -3% | -5%[12.7 µM] | ? | 0%
CCCOc1ccc(C(=O)Nc2ccc(S(=O)(=O)Nc3onc(C)c3C)cc2)cc1 | -19% | -2% | -5% | -7% | -23 | 15% | 24%[59 µM] | 12% | ?
CCOC(=O)C1=C(C)NC(=O)NC1/C=C\c1ccccc1 (stereo unspecified) | -10% | 36% | -2% | -9% | 1 | -3% | 25%[59 µM] | -18% | 0%
CCOC(=O)N/N=C\c1sccc1C | -5% | 35%[activator] | 5% | -14% | -4 | -4% | 0%[59 µM] | 9% | 6%
CN(c1ccc(C(=O)N2CCCCC2)cc1)S(=O)(=O)c1cccs1 | -4% | -7% | -3% | 0% | -1 | 9% | 1% | -13% | -1%
CNc1nc2c(c(=O)n(C)c(=O)n2C)n1CCCc1ccccc1 | -18% | 7% | 5% | 36%[activator] | 3 | 2% | / | 19% | 9%
O=C(NNC(=O)c1cc(-c2ccccc2)nc2ccccc12)Nc1cccc(Cl)c1 | -2%[11.4 µM] | -11% | 0% | 27% | 6 | 3% | 26%[12.7 µM] | -1%[11.4 µM] | -2%
O=C(NCC(c1ccc2c(c1)OCO2)N1CCOCC1)c1cccc(Cl)c1 (stereo unspecified) | -4% | 26%[57 µM] | 5% | -21% | -3 | -1% | 21%[59 µM] | 6% | 2%
COc1ccc(C(=O)NC2CC2)cc1OC1CCN(Cc2ccc(F)cc2F)CC1 | -5% | 16% | 4% | 1% | 0 | 0% | -11% | -1% | -16%
COc1cc(C(=O)NCCC2=CCCCC2)cc(OC)c1OC | -17% | 9% | -2% | 0% | -2 | 5% | -22% | -44% | -3%
Cc1ccc(N2CC(C(=O)Nc3ccc(S(=O)(=O)N4CCCC4)cc3)CC2=O)cc1 (stereo unspecified) | -18% | 11% | 5% | -3% | 9 | 1% | 5%[59 µM] | -3% | -2%
O=c1c2cnn(-c3ccc(F)cc3)c2ncn1Cc1ccccc1Cl | 10% | 33% | 1% | 0% | 1 | -3% | 3%[59 µM] | 6% | -1%
Cc1c(Cl)cccc1NC(=O)CSc1nncn1-c1cccnc1 | -8% | 4% | 6% | 22% | 5 | 1% | -11% | -3% | -15%
CCOC(=O)c1c(C)[nH]c(C(=O)COC(=O)CNS(=O)(=O)c2ccc(C)cc2)c1C | -11% | 22% | -12% | 371%[activator] | 0 | -11% | -3%[2.33 µM] | -9% | 2%
Cc1ccc(S(=O)(=O)N2CCC(c3nc4c(nnn4Cc4ccccc4)c(=O)[nH]3)CC2)cc1 | -21% | 23% | -2% | ? | -4 | 5% | ? | 10% | -16%
Cc1ccc(-c2nn(CC(=O)NC3CCCC3)c3c2cnc2ccc(F)cc23)cc1C | -8% | 17% | -2% | -7% | -5 | -2% | 6%[59 µM] | -4% | -11%
COc1ccc(OC)c(N(CC(=O)O)S(=O)(=O)c2ccc(OC)c(OC)c2)c1 | -20% | 40%[activator] | / | 12% | -1 | -7% | ? | 0% | 7%
Cc1ccc(Oc2nnc(-c3cccs3)c3ccccc23)cc1 | -13% | 21% | -2% | -1% | -1 | -5% | 19%[59 µM] | -19% | 12%
O=C1CNC(=O)N1CC(O)Cn1c2ccccc2c2ccccc21 (stereo unspecified) | -14% | 24% | -10% | 0% | 1 | 0% | 1% | 2% | -10%
COc1cccc(C(=O)N2CCN(Cc3ccccn3)CC2)c1 | 3.5µM* | -23% | 3% | ? | 1 | 1% | 45µM* | 17% | 20µM*
Cc1cccc(NC(=O)CN(C)S(=O)(=O)c2cccc3cccnc23)c1 | -12% | 43%[activator] | -13% | 12% | 4 | -1% | -12% | -14% | 10%
O=C(NCc1ccccc1Cl)NCc1noc2ccccc12 | 12% | 27% | 2% | -10% | 0 | 6% | 10%[59 µM] | 0% | -2%
CCOC(=O)C1=C(CN2CCN(CCC#N)CC2)NC(=O)NC1c1ccc2c(c1)OCO2 (stereo unspecified) | -21% | 50%[activator] | -5% | 2% | 2 | 22% | -10% | 6% | -8%
COc1ccc(CCn2c(N3CCN(C)CC3)nc3c2c(=O)[nH]c(=O)n3C)cc1 | 3% | 18% | -3% | -3% | -27 | 0% | -5% | -25% | -2%

The final 2 entries of the part before lead into the next:
compound | JMJD2A Tudor inh | HP1b chromo inh | ERG-DNA inh | ALOX12 inh | PI4K2A block | GLS inh | G9a block | RGS4 inh | BAZ2B inh
CCOC(=O)C1=C(CN2CCN(CCC#N)CC2)NC(=O)NC1c1ccc2c(c1)OCO2 (stereo unspecified) | -21% | 50%[activator] | -5% | 2% | 2 | 22% | -10% | 6% | -8%
COc1ccc(CCn2c(N3CCN(C)CC3)nc3c2c(=O)[nH]c(=O)n3C)cc1 | 3% | 18% | -3% | -3% | -27 | 0% | -5% | -25% | -2%
CCN(CC)Cc1cc(NC2=NS(=O)(=O)c3ccccc32)ccc1OC(=O)c1ccccc1 | -10% | 43%[activator] | / | -14% | 4 | 0% | 79µM* | -23% | -7%
C=C(C)C1CC=C(C)/C(=N\NC(=S)Nc2ccc(C)cc2)C1 (stereo unspecified) | -29% | -27% | 0% | 22µM* | 2 | 0% | 4%[59 µM] | -14% | ?
COc1ccc(/C=C2\SC(=O)N(CC(=O)Nc3cccc(C)c3)C2=O)cc1O | -10% | 34% | 16% | -27% | 13 | 17% | / | 20% | -21%
CCN(C(=O)Cn1cnc2c1c(=O)n(C)c(=O)n2C)c1ccccc1C | -16% | 13% | -6% | -19% | 1 | 7% | -5%[59 µM] | 19% | -3%
O=C(Oc1ccc2c3c(c(=O)oc2c1)CCC3)c1ccco1 | -15% | -8% | / | 5% | 2 | 6% | 20%[2.33 µM] | ? | 9%
Cc1ccc(-c2nnc(N3CCN(S(C)(=O)=O)CC3)c3ccccc23)cc1 | -3% | 32% | -3% | 0% | 0 | 7% | -22%[12.7 µM] | -47% | 3%
CNS(=O)(=O)c1cccc(C(=O)OCC(=O)N2CCc3ccccc3C2)c1 | -12% | 17% | 1% | ? | 2 | 1% | ? | 48% | 7%
Cc1nc(CS(=O)(=O)c2ccccc2)cc(Sc2ccccc2Cl)n1 | -9% | 21% | 5% | 3% | 2 | -1% | 14%[59 µM] | 2% | -3%
O=C(Cc1ccccc1)Nc1c(C(=O)N2CCCCCC2)cnn1-c1ccccc1 | -8% | 12% | 2% | 3% | -7 | 6% | 23%[59 µM] | -9% | -4%
O=C(NC1CC1)C1CCN(C(=O)c2ccccc2Cl)CC1 | -2% | 17% | -2% | 24% | -1 | 2% | 27%[59 µM] | 7% | ?
Cc1cc(SC(C)C(=O)Nc2ncc(Cl)cc2Cl)nc2ccccc12 (stereo unspecified) | -8% | 51%[activator] | 8% | -21% | -2 | -1% | -3%[59 µM] | 27% | 4%
CCC(C)Sc1nnc(Cc2cc(=O)[nH]c(=O)[nH]2)n1-c1ccc(F)cc1 (stereo unspecified) | -12% | 67%[activator] | -3% | -21% | -4 | -8% | 40µM* | -35% | 42%[activator]
CCc1ccc(NC(=O)CSc2nnc(C)c(=O)n2N)cc1 | 1% | 31% | -2% | 18% | -1 | 5% | / | 9% | 4%
Cc1cccc(N2C(=O)C(CC(=O)Nc3cccc(F)c3)N(Cc3cccs3)C2=O)c1 (stereo unspecified) | -5% | 50%[activator] | -3% | -28% | -3 | 1% | -16%[59 µM] | -10% | -14%
Cc1cccc(NCC(O)Cn2cnc3c2c(=O)n(C)c(=O)n3C)c1 (stereo unspecified) | -12% | 19% | -12% | 0% | 4 | 12% | -29%[59 µM] | -39% | ?
CCC(=O)NC(c1ccccc1)c1nc2ccccc2[nH]1 (stereo unspecified) | -30% | -16% | -8% | 0% | 2 | 11% | ? | -1% | -39%
Nc1c(-c2nc(-c3ccc(F)cc3)cs2)c2ccccn2c1C(=O)c1ccc2c(c1)OCO2 | 0% | 50%[activator] | 5% | -40% | 0 | -9% | 23%[59 µM] | -10% | 8%
CC(C)(C)NC(=O)C(c1cccnc1)N(C(=O)c1ccc(Cl)nc1)C1CCCC1 (stereo unspecified) | 0% | 24% | 2% | 11% | 0 | 4% | 2.8µM* | 10% | 56µM*
O=C(O)CC(C(=O)Nc1ccc(F)cc1)C1CCCO1 (stereo unspecified) | -11% | 0% | 8% | 0% | 1 | 4% | -4%[59 µM] | -3% | -1%
CCOC(=O)C1(Cc2cccc(Cl)c2)CCCN(C(=O)c2cccc(C)n2)C1 (stereo unspecified) | -2% | 38% | -5% | -2% | 2 | 18% | / | 13% | -9%
O=C(NNC1CC(=O)N(c2ccc(F)cc2)C1=O)c1cccnc1 (stereo unspecified) | 6% | 39% | -1% | -16% | -1 | ? | 13µM* | -14% | -11%
COc1ccc(Cl)cc1NC(=O)CN1CCC(NC(=O)C2CC2)CC1 | 3% | -16% | -10% | 0% | 3 | -2% | 2% | 12% | 12%
